# Screens as filed in PubChem.
# Dyrk1A ADPGlo: Dyrk1A (rat) kinase inhibition. Q63470. ADP-Glo luminescence, NFATc1 peptide. inhibition, % at 12.5 µM. 310,000 tested, 0.43% active; in the data active means inhibition above about 50%;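 further: plate controls were vehicle with enzyme for no effect and no enzyme for full effect; many of its hits are not listed in these tables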
# PolyA inhibitor: blocks polyadenylation in yeast reporter cells; S. cerevisiae SKY197-pL101 polyadenylation reporter, beta-gal luminescence; efflux-impaired pdr1/pdr3 knockout yeast; score 100 = 6 SD above DMSO; calls only at 12 µM; 300,000 tested, 0.02% active;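 active means lowest replicate activity score at least 50, where 100 means six control SD above control mean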;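 further: yeast exposed to compound for 9 h at 30 °C; higher score means more reporter readthrough which indicates perturbed polyadenylation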
# TRPC4 inh: TRPC4 (mouse) channel inhibition; Q9QUQ5; HEK293 TRPC4beta/mu-opioid, DAMGO-evoked Fluo4 calcium flux; stronger effect = lower value; B-score at 10 µM; 300,000 tested, 0.39% active; AID 2247;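 active means B-score over 3 SD under the library average, no early fluorescence shift, positive overall ratio signal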
# Target sequence (Q9QUQ5 whole entry, looked up): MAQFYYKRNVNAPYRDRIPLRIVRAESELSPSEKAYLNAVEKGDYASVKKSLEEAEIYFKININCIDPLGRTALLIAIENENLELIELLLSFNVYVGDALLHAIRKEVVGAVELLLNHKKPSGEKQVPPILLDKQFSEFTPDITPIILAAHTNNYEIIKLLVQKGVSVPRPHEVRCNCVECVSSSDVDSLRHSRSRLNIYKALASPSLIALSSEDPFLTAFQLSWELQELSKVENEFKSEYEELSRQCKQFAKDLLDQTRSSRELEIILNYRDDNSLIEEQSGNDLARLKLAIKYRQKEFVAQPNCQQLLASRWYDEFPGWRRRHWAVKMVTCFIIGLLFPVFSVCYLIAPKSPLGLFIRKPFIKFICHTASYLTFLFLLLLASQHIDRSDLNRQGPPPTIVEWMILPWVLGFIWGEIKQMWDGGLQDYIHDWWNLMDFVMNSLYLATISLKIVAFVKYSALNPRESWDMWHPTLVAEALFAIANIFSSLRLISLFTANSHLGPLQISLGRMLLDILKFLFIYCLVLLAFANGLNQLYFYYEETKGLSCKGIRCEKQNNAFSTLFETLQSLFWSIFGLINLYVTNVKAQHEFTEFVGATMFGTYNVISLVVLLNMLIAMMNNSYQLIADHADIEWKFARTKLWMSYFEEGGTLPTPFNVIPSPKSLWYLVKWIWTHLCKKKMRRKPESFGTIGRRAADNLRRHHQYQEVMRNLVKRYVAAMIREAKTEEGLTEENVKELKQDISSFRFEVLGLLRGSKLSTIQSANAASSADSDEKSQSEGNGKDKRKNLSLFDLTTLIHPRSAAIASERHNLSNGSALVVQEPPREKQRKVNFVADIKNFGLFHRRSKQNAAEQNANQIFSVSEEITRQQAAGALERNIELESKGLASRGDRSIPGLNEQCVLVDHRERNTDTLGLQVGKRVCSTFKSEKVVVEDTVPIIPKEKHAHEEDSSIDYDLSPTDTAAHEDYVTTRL
#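 Material: HEK293 cells with stable TRPC4beta plus mu-opioid receptor expression; probe or stimulus: DAMGO in two steps, submaximal then maximal; technique: Fluo4 calcium fluorescence by kinetic imaging, 5 s 1 Hz baseline; measure: integrated fluorescence ratio relative to baseline, converted to per-well B score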
# Platelet DG rel: modulates dense granule release in human platelets | human platelet-rich plasma, SFLLRN dense granule ATP release, luminescence | inhibition, %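 (compounds screened at 7.5 µM in platelet-rich plasma)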 | 300,000 tested, 0.22% active | AID 1663;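 active means mean replicate score, as percent of positive control, at or above 50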
# TRPC4 PAM: allosterically enhances the mouse TRPC4 cation channel | 310,000 tested, 0.42% active | AID 2227 | HEK293 TRPC4beta/mu-opioid, DAMGO EC20, Fluo-4 Ca2+ flux; stronger effect = higher value | B-score at 10 µM | Q9QUQ5;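 active means B-score of calcium response area above 5 SD of library B-scores, with initial fluorescence ratio within 5 SD of library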;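 further: B-score of integrated fluorescence ratio over time as area under calcium response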
# KCNK3 inh: human KCNK3 channel inhibition, primary screen; AID 602410; CHO-KCNK3 thallium flux, FluxOR fluorescence; stronger effect = lower value; 340,000 tested, 0.84% active; B-score at 10 µM; O14649;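 active means B-score under library mean minus 4 SD, starting fluorescence ratio at most library mean plus 5 SD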;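 further: more negative B-score means stronger inhibition of thallium flux through KCNK3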
# KCNQ1 block: blocks the human KCNQ1 potassium channel; P51787; AID 2642; 310,000 tested, 1.3% active; B-score at 10 µM; CHO-K1 KCNQ1, FluxOR thallium flux fluorescence; stronger effect = higher value;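 active means compounds whose thallium flux B-score, printed positive for inhibition, exceeds three library SD while starting fluorescence stays within three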;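 further: channel opened by potassium depolarization with thallium stimulus after 20 min compound exposure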
# hERG protect: shields human hERG channel from block by proarrhythmic agents. Q12809. CHO-hERG, FluxOR thallium flux, dofetilide IC70 present. activation (rescue from dofetilide block), less the hit threshold, % at 10 µM. 310,000 tested, 0.51% active. AID 1511;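 active means activation above the mean of controls blocked by dofetilide plus 5 SD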;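 further: thallium influx through hERG after potassium depolarization seen as dye fluorescence rise; in these data hits start at about 4.7%; inactives centre near -7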
# KCNQ1 pot: potentiates or activates the human KCNQ1 potassium channel; CHO-K1 KCNQ1, thallium flux FluxOR fluorescence; stronger effect = higher value; B-score at 10 µM; 310,000 tested, 0.35% active;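 active means fluorescence ratio B-score, a plate-corrected score, at least three library SD, with initial intensity B-score within 5 SD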
#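 Assay system: stable KCNQ1 CHO-K1 line; medium: assay buffer, equal DMSO in all wells; timing: 90 min dye loading and 20 min compound exposure, both at room temperature; technique: kinetic FluxOR thallium fluorescence, 10-s 1-Hz baseline, 110-s post-stimulus read; read-out basis: B score of baseline-normalized fluorescence ratio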
# KCNK9 block: human KCNK9 channel inhibition; HEK293 KCNK9, FluxOR thallium flux fluorescence; stronger effect = lower value; B-score at 10 µM; 310,000 tested, 1.2% active;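 active means ratio B-score over 3 SD below the library mean, with starting fluorescence within 5 SD of its mean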;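 further: negative B-score means less thallium flux so channel inhibition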
# TRPC4 act: TRPC4 (mouse) channel activation; Q9QUQ5; HEK293 TRPC4beta/mu-opioid, Fluo4 calcium fluorescence; stronger effect = higher value; B-score at 10 µM; 310,000 tested, 0.49% active;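 active means B-score above 5 SD of library B-scores, and initial fluorescence ratio not above library mean plus 5 SD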;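 further: positive B-score marks a calcium rise read as TRPC4 activation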
#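 Technique: kinetic Fluo4 calcium fluorescence; Test system: TRPC4beta and mu-opioid receptor HEK293 stable cells; Measure: B-scored integrated calcium fluorescence ratio; Benchmarks: low control buffer alone, high control maximal DAMGO; Schedule: 45 min room-temperature Fluo4 loading, 110 s read.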
# Starred values were filed as active, the others as inactive; i = inactive; · = not tested or not shown. A portion of the library. The share of hits here may be higher or lower than overall.
no.	molecule	Dyrk1A ADPGlo	PolyA inhibitor	TRPC4 inh	Platelet DG rel	TRPC4 PAM	KCNK3 inh	KCNQ1 block	hERG protect	KCNQ1 pot	KCNK9 block	TRPC4 act
1	O=C(OCCN=C1NS(=O)(=O)c2ccccc21)c1ccccc1	-1.1	i	i	-0.7	i	i	i	-7.7	i	i	i
2	CCC(C)OC(=O)c1cc(C)nc2c(Br)cc(Br)cc12 (centres undefined)	4.8	i	i	1.8	i	i	i	-9.0	i	i	i
3	COc1cc(/C=N/n2c(C)n[nH]c2=S)ccc1OCc1ccccc1	-5.8	i	i	-14.6	i	i	i	-8.3	i	i	i
4	COc1ccccc1C(=O)NC(CCSC)C(=O)NCCCSc1ccccc1 (centres undefined)	15.4	i	i	-1.9	i	i	i	-10.5	i	i	i
5	C=CCOC(=O)C1=C(C)N=c2s/c(=C3\C(=O)N(CC(=O)O)c4ccccc43)c(=O)n2C1c1ccc(OC)cc1 (centres undefined)	-13.4	i	i	4.4	i	i	i	-11.9	i	i	i
6	O=C(N1CCOCC1)N1CCc2ccccc21	-1.7	i	i	-4.0	i	i	i	-7.2	i	i	i
7	COc1cc2c(cc1NC(=O)COC(=O)[C@@H](NC(=O)c1ccccc1F)C(C)C)oc1ccccc12	-6.6	i	i	5.6	i	i	i	-3.8	i	i	i
8	CNS(=O)(=O)c1cccc(C(=O)OCC(=O)Nc2ccc(OC)cc2[N+](=O)[O-])c1	2.5	i	i	5.6	i	i	i	-9.2	i	i	i
9	C=C(C)Cn1c(N(CCO)Cc2ccccc2)nc2c1c(=O)[nH]c(=O)n2C	-8.8	i	i	15.2	i	i	i	-8.0	i	i	i
10	CCC(=O)c1cn(CC(=O)Nc2ccccc2Cl)c2ccccc12	-0.1	i	i	1.7	i	i	i	0.2	i	i	i

# Remaining list, next part:
no.	molecule	Dyrk1A ADPGlo	PolyA inhibitor	TRPC4 inh	Platelet DG rel	TRPC4 PAM	KCNK3 inh	KCNQ1 block	hERG protect	KCNQ1 pot	KCNK9 block	TRPC4 act
11	COc1cc2c(cc1OC)C(c1cccnc1)CC(=O)N2 (centres undefined)	-1.4	i	i	3.1	i	i	i	-7.2	i	i	i
12	CCOc1ccc(N2C(=O)Nc3ccc(Br)cc3C2(O)C(=O)NCCCN(C)C)cc1 (centres undefined)	-0.3	i	i	4.3	i	i	i	-4.4	i	i	i
13	CC(C)(C)c1ccc(OCCC(=O)NC2=NCCS2)cc1	-1.2	i	i	-0.9	i	i	i	-7.2	i	i	i
14	Cc1ccccc1NC(=O)CNc1ccc(Cl)c(C(F)(F)F)c1	2.3	i	i	8.9	i	i	i	-11.0	i	i	i
15	Cc1nc(S(=O)(=O)N(C)c2ccccc2)c(C#N)c(C)c1Cl	-4.9	i	i	2.1	i	i	i	-3.1	i	i	i
16	CCCCCCOc1ccc(/C(C)=N/NC2=NCCN2)cc1	8.7	i	i	-1.6	i	i	13*	-32.2	i	i	i
17	COc1ccc(CCNC(=O)CC2(CC3=NS(=O)(=O)c4ccccc4N3)CCCC2)cc1OC	0.4	i	i	4.8	i	i	i	-10.5	i	i	i
18	Cc1cccc(N=C2N=C(N)c3ccccc32)c1	7.6	i	i	1.6	i	i	i	-13.3	i	i	i
19	CCOc1ccc2nc(Nc3nc4ccc(NC(C)=O)cc4s3)sc2c1	1.5	i	i	29.0	i	i	i	-11.3	i	i	i
20	CCOC(=O)C1(CC2CCCCO2)CCN(C(=O)Nc2ccccc2CC)CC1 (centres undefined)	-2.3	i	i	-4.7	i	i	i	-8.6	i	i	i

# Nine entries from above, with one line to a screen.
[12] CCOc1ccc(N2C(=O)Nc3ccc(Br)cc3C2(O)C(=O)NCCCN(C)C)cc1 (centres undefined)
[13] CC(C)(C)c1ccc(OCCC(=O)NC2=NCCS2)cc1
[14] Cc1ccccc1NC(=O)CNc1ccc(Cl)c(C(F)(F)F)c1
[15] Cc1nc(S(=O)(=O)N(C)c2ccccc2)c(C#N)c(C)c1Cl
[16] CCCCCCOc1ccc(/C(C)=N/NC2=NCCN2)cc1
[17] COc1ccc(CCNC(=O)CC2(CC3=NS(=O)(=O)c4ccccc4N3)CCCC2)cc1OC
[18] Cc1cccc(N=C2N=C(N)c3ccccc32)c1
[19] CCOc1ccc2nc(Nc3nc4ccc(NC(C)=O)cc4s3)sc2c1
[20] CCOC(=O)C1(CC2CCCCO2)CCN(C(=O)Nc2ccccc2CC)CC1 (centres undefined)
Screen / compound no.	12	13	14	15	16	17	18	19	20
Dyrk1A ADPGlo	-0.3	-1.2	2.3	-4.9	8.7	0.4	7.6	1.5	-2.3
PolyA inhibitor	i	i	i	i	i	i	i	i	i
TRPC4 inh	i	i	i	i	i	i	i	i	i
Platelet DG rel	4.3	-0.9	8.9	2.1	-1.6	4.8	1.6	29.0	-4.7
TRPC4 PAM	i	i	i	i	i	i	i	i	i
KCNK3 inh	i	i	i	i	i	i	i	i	i
KCNQ1 block	i	i	i	i	13*	i	i	i	i
hERG protect	-4.4	-7.2	-11.0	-3.1	-32.2	-10.5	-13.3	-11.3	-8.6
KCNQ1 pot	i	i	i	i	i	i	i	i	i
KCNK9 block	i	i	i	i	i	i	i	i	i
TRPC4 act	i	i	i	i	i	i	i	i	i

# Following part.
no.	molecule	Dyrk1A ADPGlo	PolyA inhibitor	TRPC4 inh	Platelet DG rel	TRPC4 PAM	KCNK3 inh	KCNQ1 block	hERG protect	KCNQ1 pot	KCNK9 block	TRPC4 act
21	C=CCNc1nc(-c2sc(NC(=O)CC)nc2C)cs1	48.1	i	i	1.7	i	i	i	-3.3	i	i	i
22	CC(=O)Nc1ccc(C(=O)COC(=O)C2CC3CCCC(C2)C3=O)cc1 (centres undefined)	-5.9	i	i	-12.8	i	i	i	-7.7	i	i	i
23	CCCCN1C(=O)c2ccc(C(=O)Nc3ccc(S(=O)(=O)N(C)C)cc3)cc2C1=O	-1.2	i	i	-1.4	i	i	i	-6.0	i	i	i
24	COc1cc(OC)c(C2CC(=O)N3CN(c4ccccc4C)CSC3=C2C#N)cc1OC (centres undefined)	·	i	i	0.7	i	·	i	-14.2	i	i	i
25	Cc1ccccc1-c1nc(S(=O)(=O)c2ccc(Cl)cc2)c(NCCN2CCOCC2)o1	-3.2	i	i	-4.1	i	i	i	-12.7	i	i	i
26	CCn1cnc2cc(NCc3ccccc3Cl)ccc21	0.0	i	i	7.1	i	i	i	-6.7	i	i	i
27	CC(=O)Nc1cccc(NC(=O)Nc2ccc(C)c(Cl)c2)c1	4.8	i	i	-6.3	i	i	i	-0.4	i	i	i
28	CCn1c(SC(C)C(=O)N2CCOCC2)nc2sc(C)c(C)c2c1=O (centres undefined)	-3.4	i	i	1.1	i	i	i	-16.4	i	i	i
29	Cc1cccc(-n2nc3c(c2NC(=O)c2ccc4c(c2)OCO4)CS(=O)(=O)C3)c1C	-1.4	i	i	2.2	i	i	i	-6.6	i	i	i
30	O=C1CCCC2=C1C(c1cccs1)Nc1ccc3ncccc3c12 (centres undefined)	4.9	i	i	-3.0	i	i	i	-14.6	i	i	i

# Remaining list, next part:
no.	molecule	Dyrk1A ADPGlo	PolyA inhibitor	TRPC4 inh	Platelet DG rel	TRPC4 PAM	KCNK3 inh	KCNQ1 block	hERG protect	KCNQ1 pot	KCNK9 block	TRPC4 act
31	CCOC(=O)C1CCN(S(=O)(=O)c2cc(Br)cc3c2N(C(=O)C2CC2)CC3)CC1	2.7	i	i	4.0	i	i	i	-10.9	i	i	i
32	O=C(CCCc1ccccc1)NCc1cn2ccsc2n1	3.4	i	i	2.9	i	i	i	-6.2	i	i	i
33	O=C(NCc1ccc(F)cc1)C1CCN(c2cnccn2)CC1	-1.6	i	i	4.4	i	i	i	-2.9	i	i	i
34	Cn1c(CC(=O)Nc2ccccc2Cl)nnc1SCC(=O)NC1=NCCS1	2.3	i	i	2.5	i	i	i	-4.0	i	i	i
35	COc1cc(OC)cc(-c2nc3ccccc3s2)c1	5.5	i	i	-9.2	i	i	i	-1.5	i	i	i
36	CCc1ccc(C2CC(c3ccc(F)cc3)Nc3nc(N)nn32)cc1 (centres undefined)	14.1	i	i	4.0	i	i	i	-5.1	i	i	i
37	O=C(NCCF)C1Nc2ccc(OC(F)(F)F)cc2C2C=CCC12 (centres undefined)	3.2	i	i	-6.4	i	i	i	-4.6	i	i	i
38	CC(C)(C)OC(=O)N1CCC(c2cc(=O)n3[nH]cc(C(=O)NC4CCCC4)c3n2)CC1	3.2	i	i	-12.2	i	i	i	-24.1	i	i	i
39	CC(C)C(=O)NCC(c1ccc2c(c1)OCO2)N1CCOCC1 (centres undefined)	-4.5	i	i	4.1	i	i	i	-2.8	i	i	i
40	CC1(C)CC(=O)C(C=NCCN2CCN(C(=S)NC3CCCCC3)CC2)=C(O)C1	12.4	i	i	-1.6	i	i	i	-1.7	i	i	i

# Later entries
no.	molecule	Dyrk1A ADPGlo	PolyA inhibitor	TRPC4 inh	Platelet DG rel	TRPC4 PAM	KCNK3 inh	KCNQ1 block	hERG protect	KCNQ1 pot	KCNK9 block	TRPC4 act
41	Cc1ccc(NC2=NC(C(=O)Nc3ccc(C)c(C)c3)CC(=O)N2)cc1 (centres undefined)	1.5	i	i	-4.6	i	i	i	-8.9	i	i	i
42	O=C(Cn1cnc2cc([N+](=O)[O-])ccc2c1=O)Nc1cccc2ccccc12	-3.7	i	i	-1.2	i	i	i	-7.1	i	i	i
43	Nc1nc(N2CCN(C/C=C/c3ccccc3)CC2)nc2ccccc12	5.9	·	i	·	i	i	i	-8.5	i	i	i
44	Cc1ccc(C)c(S(=O)(=O)n2cnc3ccccc32)c1	-1.7	i	i	-7.8	i	i	i	-7.4	i	i	i
45	CCOC(=O)c1cnc(-c2ccccc2)nc1Oc1ccc(Cl)cc1	2.7	i	i	-3.6	i	i	i	-3.3	i	i	i
46	CCOC(=O)N1CCN(C(=O)CSc2ccc(-c3ccncc3)nn2)CC1	·	i	i	4.3	i	i	i	-12.3	i	i	i
47	Cc1ccc(NCc2nnc(SCC(=O)Nc3ncc(C)s3)n2Cc2ccco2)c(C)c1	-1.5	i	i	6.6	i	i	i	-8.1	i	i	i
48	Cc1c([N+](=O)[O-])c(N)nn1C	-2.8	i	i	4.8	i	i	i	-3.4	i	i	i
49	CSc1ccccc1C(=O)NCc1ccc(C)cc1	2.6	i	i	-1.0	i	i	i	-4.7	i	i	i
50	Cc1ccc2nc(C3CCN(S(=O)(=O)c4ccc5ccccc5c4)CC3)[nH]c2c1	9.5	i	i	-5.5	i	i	i	-5.2	8*	i	i
